Bioassay records (PubChem BioAssay)
Pf growth 96h = Primary qHTS for delayed death inhibitors of the malarial parasite plastid, 96 hour incubation; actives 6.9% (n = 320,000); Potency, µM (doses to about 28.7 µM), for the others: at the highest dose activity change, negative = inhibition, actives largely listed as inhibitors; P. falciparum luciferase reporter growth, 96 h; AID 504834, 2011; also: potency is read from the fitted curve at half-maximal effect; % is scaled to controls: 0 for no effect and ±100 for the full control effect
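Erythrocytes infected with luciferase-expressing P. falciparum were dispensed at 2% hematocrit and 0.05% parasitemia (final), then incubated with compounds 96 hours at 37 C in 5% CO2. Luminescence after detection reagent addition reported growth.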
TbPYK inhibitor = qHTS of Trypanosoma Brucei Inhibitors | pyruvate kinase (Trypanosoma brucei), Q57TT1 | TbPYK enzyme, Kinase-Glo Plus ATP luminescence, 45 min | Potency, µM (doses to about 76.8 µM), for the others: at the top dose activity, negative = inhibition, most hits filed as inhibitors | actives 0.12% (n = 410,000); also: potency is read from the fitted curve at half-maximal effect; % is scaled to controls: 0 for no effect and ±100 for the full control effect; nearly all actives have a fitted effect of over 50% in size
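Activity of T. brucei pyruvate kinase was followed by Kinase-Glo Plus luminescence after the enzyme reacted 45 min at room temperature with 130 uM ADP (final) and substrate. Test compounds were added before ADP at multiple concentrations.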
Shiga toxin inh = A qHTS for Small Molecule Inhibitors of Shiga Toxin; Vero cells, Shiga toxin protein synthesis inhibition reporter; actives 9.2% (n = 290,000); inhibition, % at 38.7 µM; in the data active = inhibition mostly above about 28%, no sharp cut-off; inactive = mostly below about 43%; also: 0% is about no effect
AmpC no deterg = qHTS Inhibitors of AmpC Beta-Lactamase (assay without detergent); P00811; AmpC nitrocefin hydrolysis, absorbance 480 nm, 0.0001% Triton; Potency, µM (doses to about 57.1 µM), for the others: top-dose activity change, negative = inhibition, actives largely listed as inhibitors; actives 0.52% (n = 330,000); AID 485341, 2010;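 also: potency is read from the fitted curve at half-maximal effect; plate controls were no compound for no effect and no enzyme for full effect; nearly all actives have a fitted effect of over 20% in size; some results filed as inactive show a strong effect at the top dose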
Target sequence (P00811 whole entry, looked up): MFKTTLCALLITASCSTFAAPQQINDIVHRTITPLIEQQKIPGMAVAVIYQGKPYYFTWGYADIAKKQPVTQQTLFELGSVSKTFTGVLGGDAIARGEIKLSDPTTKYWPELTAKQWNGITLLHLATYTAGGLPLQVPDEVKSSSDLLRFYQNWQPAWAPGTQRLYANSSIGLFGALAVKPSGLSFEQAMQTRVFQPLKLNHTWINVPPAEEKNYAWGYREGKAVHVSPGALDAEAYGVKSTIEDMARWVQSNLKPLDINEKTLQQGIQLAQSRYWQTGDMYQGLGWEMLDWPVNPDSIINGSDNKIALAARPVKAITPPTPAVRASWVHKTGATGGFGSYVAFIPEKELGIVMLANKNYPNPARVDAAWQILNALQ
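AmpC (5.3 nM in the dispensed reagent) in 20 mM phosphate pH 7.0 with 0.01% (detergent screen) or 0.0001% Triton X-100 was preincubated with compounds for 15 min at room temperature. Nitrocefin was then added from an 800 uM solution, and hydrolysis was followed at 480 nm.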
LmPK inhibitor = qHTS Assay for Inhibitors of Leishmania Mexicana Pyruvate Kinase (LmPK) | Q27686 | purified LmPK, Kinase-Glo ATP luminescence, 1 h | Potency, µM (top dose mostly 57.5 µM), for the others: at the highest dose activity change, negative = inhibition, usual class: inhibitors | actives 0.37% (n = 290,000); also: potency is read from the fitted curve at half-maximal effect; % is scaled to controls: 0 for no effect and ±100 for the full control effect
Target sequence (Q27686 whole entry, looked up): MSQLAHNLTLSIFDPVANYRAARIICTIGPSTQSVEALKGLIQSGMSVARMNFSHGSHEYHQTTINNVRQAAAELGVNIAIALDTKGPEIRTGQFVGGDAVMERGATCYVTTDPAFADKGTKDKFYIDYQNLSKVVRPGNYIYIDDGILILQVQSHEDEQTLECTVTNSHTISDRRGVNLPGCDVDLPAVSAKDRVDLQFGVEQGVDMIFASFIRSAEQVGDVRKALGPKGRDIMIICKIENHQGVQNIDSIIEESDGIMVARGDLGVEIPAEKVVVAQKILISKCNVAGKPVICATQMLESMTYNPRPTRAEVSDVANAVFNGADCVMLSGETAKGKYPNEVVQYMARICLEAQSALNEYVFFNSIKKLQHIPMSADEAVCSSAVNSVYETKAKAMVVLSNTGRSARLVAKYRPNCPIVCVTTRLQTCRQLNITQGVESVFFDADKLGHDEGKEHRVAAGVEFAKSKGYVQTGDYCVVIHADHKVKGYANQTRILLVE
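Kinase-Glo luminescence read after 1 h RT reaction of 0.1 nM LmPK with 0.5 mM PEP and 0.1 mM ADP. Activity scaled between uninhibited and enzyme-free controls.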
CHX counter = Cycloheximide Counterscreen for Small Molecule Inhibitors of Shiga Toxin. cell reporter, cycloheximide protein synthesis inhibition counterscreen. max response, %. actives 12% (n = 300,000); in the data active = max response mostly above about 13%, no sharp cut-off; inactive = mostly below about 14%; also: read at 38.3 µM for the half of the compounds with a filed dose; 0% is about no effect
Pf growth 48h = Primary qHTS for delayed death inhibitors of the malarial parasite plastid, 48 hour incubation; P. falciparum luciferase growth in erythrocytes, 48 h; Potency, µM (titrated, usually from 28.7 µM), without a hit: at the top dose activity change, negative = inhibition, actives largely listed as inhibitors; AID 504832, 2011; actives 5.9% (n = 310,000); also: potency is read from the fitted curve at half-maximal effect; % is scaled to controls: 0 for no effect and ±100 for the full control effect
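Compounds are pin-transferred into medium, infected erythrocytes (2% hematocrit, 0.1% parasitemia final) are added, and plates sit one parasite generation at 37 C in 5% CO2. Detection reagent is then added and luminescence measured.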
Numbers without * were called inactive; & = joins results of further samples; [ ] = dose if it differs, or a comment. Unless noted, calls follow the shape of the dose curve; as a rule, active = well fitted curve in the direction sought with a large enough effect; inconclusive = small, poorly fitted or top-dose-only effect, or another doubt; inactive = no such curve, though single readings can be large; an effect the other way counts as inactive or inconclusive.

`CC(NC(=O)c1cccs1)C(c1cccs1)N1CCN(c2ccccc2)CC1` (stereo not drawn) gave Pf growth 96h -6%, TbPYK inhibitor 14%, Shiga toxin inh -6, AmpC no deterg 1%, LmPK inhibitor 2%, CHX counter -2 and Pf growth 48h 9.3µM*.
C=C(C)Cn1c(-c2ccc(OC)cc2)nc2ccccc21 was read as Pf growth 96h 1%, TbPYK inhibitor -3%, Shiga toxin inh 1, AmpC no deterg 17%, LmPK inhibitor 2%, CHX counter 15 and Pf growth 48h -26%.
`Cc1cnc(NC(=O)c2cc3c(s2)CCCC3)s1` gave Pf growth 96h 73%[activator], TbPYK inhibitor -11%, Shiga toxin inh 61*, AmpC no deterg -36%, LmPK inhibitor -12% and CHX counter 40*.
O=C(Cc1ccc([N+](=O)[O-])cc1)NCc1ccc2c(c1)OCO2 was read as Pf growth 96h inconclusive, TbPYK inhibitor -1%, Shiga toxin inh 4, AmpC no deterg -20%, LmPK inhibitor -4%, CHX counter -4 and Pf growth 48h 4%.
Screening CC(C)(C)c1ccc(CN2N=C(/C=C/c3ccccc3)CCC2=O)cc1 returned Pf growth 96h -2%, TbPYK inhibitor -10%, Shiga toxin inh -14, AmpC no deterg 24%, LmPK inhibitor -1%, CHX counter 7 and Pf growth 48h inconclusive.
For O=C(CCCN1C(=O)c2ccccc2C1=O)N1CCCCC1 the results were Pf growth 96h 5.2µM*, TbPYK inhibitor -1%, Shiga toxin inh 28, AmpC no deterg -11%, LmPK inhibitor 3%, CHX counter 12 and Pf growth 48h 25%.
`Cc1ccc(NC(=S)NCCC2=CCCCC2)cc1` gave Pf growth 96h inconclusive, TbPYK inhibitor 0%, Shiga toxin inh 89*, AmpC no deterg -25%, LmPK inhibitor -8%, CHX counter 34* and Pf growth 48h -26%.
For NC(=O)CC(NC(=O)c1cccc(Br)c1)c1ccc(NCC2CC2)c([N+](=O)[O-])c1 (stereo not drawn) the results were Pf growth 96h inconclusive, TbPYK inhibitor 3%, Shiga toxin inh -3, AmpC no deterg -41%, LmPK inhibitor 10%, CHX counter -2 and Pf growth 48h 2%.
For O=C(O)CC(Cn1[nH]nnc1=S)c1ccccc1 (stereo not drawn) the results were Pf growth 96h 10%, TbPYK inhibitor inconclusive, Shiga toxin inh 16, AmpC no deterg -17%, LmPK inhibitor 4% and CHX counter -5.
Cc1cc(C)c2c(c1)cc(C)c1nnc(SCC(=O)Nc3ccccc3N3CCOCC3)n12 was read as Pf growth 96h inconclusive, TbPYK inhibitor 0%, Shiga toxin inh -9, AmpC no deterg 130%[activator], LmPK inhibitor 2%, CHX counter -4 and Pf growth 48h inconclusive.
`CC(C)(O)C#Cc1ccc(C(=O)NC(CCCNC(N)=O)C(=O)O)s1` (stereo not drawn) gave Pf growth 96h inconclusive, TbPYK inhibitor -3%, Shiga toxin inh 0, AmpC no deterg -7%, LmPK inhibitor 1%, CHX counter -3 and Pf growth 48h 2%[5.75 µM].
Screening O=C(CNC(=O)c1ccc(Br)o1)NNC(=O)c1n[nH]c(=O)c2ccccc12 returned Pf growth 96h inconclusive, TbPYK inhibitor 1%, AmpC no deterg -34% and Pf growth 48h inconclusive.
`COc1ccc(C(=O)COc2ccc3ccc(=O)oc3c2)cc1` gave Pf growth 96h 28%, TbPYK inhibitor 4%, Shiga toxin inh -17, AmpC no deterg -20%, LmPK inhibitor 0%, CHX counter 13 and Pf growth 48h 27%.
`O=C(CNC(=O)c1ccc(Cl)cc1Cl)OCc1nc2ccccc2s1` gave Pf growth 96h 53%[activator], TbPYK inhibitor -1%, Shiga toxin inh 70, AmpC no deterg -31%, LmPK inhibitor -2%, CHX counter 2 and Pf growth 48h 9%.
`CCC(=O)n1nc(-c2cccnc2)nc1NCc1ccc(F)cc1` gave Pf growth 96h inconclusive, TbPYK inhibitor -4%&-5%, Shiga toxin inh 10, AmpC no deterg -2%, LmPK inhibitor 1%, CHX counter 9 and Pf growth 48h -12%.
Screening CC1(C)COCN1C(=O)c1ccc(Cl)c(Cl)c1 returned Pf growth 96h 16%, TbPYK inhibitor 1%, Shiga toxin inh -4, AmpC no deterg -12%, LmPK inhibitor -3%, CHX counter -1 and Pf growth 48h 1%.
Screening Cn1cc(SCC(=O)O)c2ccccc21 returned Pf growth 96h -44%, Shiga toxin inh -11, AmpC no deterg -17%, LmPK inhibitor 14% and CHX counter -6.
For C[C@@H](O)C1NC(=O)[C@H](CCCCN)NC(=O)c2cc([N+](=O)[O-])cc(F)c2NCCCC[C@@H](C(N)=O)NC1=O (stereo partly drawn) the results were Pf growth 96h 3%, TbPYK inhibitor -6%, Shiga toxin inh -8, AmpC no deterg -9%, LmPK inhibitor -1%, CHX counter 1 and Pf growth 48h 36%[activator].
COCC(C)N=C1SCCN1Cc1ccccc1 (stereo not drawn) was read as Pf growth 96h 3%, TbPYK inhibitor 1%, Shiga toxin inh -6, AmpC no deterg 0%, LmPK inhibitor 1%, CHX counter -7 and Pf growth 48h 2%.
CNc1nc(N)c([N+](=O)[O-])c(NCc2ccccc2)n1 was read as Pf growth 96h inconclusive, TbPYK inhibitor -10%, Shiga toxin inh 25, AmpC no deterg -16%, LmPK inhibitor -2%, CHX counter 18 and Pf growth 48h inconclusive.
`S=C(Nc1ccccc1)N(Cc1ccccc1)Cc1ccncc1` gave Pf growth 96h 19%, TbPYK inhibitor 1%, Shiga toxin inh -13, AmpC no deterg -14%, LmPK inhibitor 3%, CHX counter 1 and Pf growth 48h inconclusive.
For CC(C)Cc1nnc(NC(=O)CCC(=O)N2CCC(C)CC2)s1 the results were Pf growth 96h inconclusive, TbPYK inhibitor 0%, Shiga toxin inh -4, AmpC no deterg 20%, LmPK inhibitor 0%, CHX counter 3 and Pf growth 48h -3%.
O=C(O)C1CCCCC1C(=O)Nc1nccs1 (stereo not drawn) was read as Pf growth 96h -22%, TbPYK inhibitor -6%, Shiga toxin inh 8, AmpC no deterg -1%, LmPK inhibitor -5%, CHX counter 20 and Pf growth 48h 7%.
For O=C(NCCCN1CCOCC1)c1cc(-c2ccc(Br)cc2)on1 the results were Pf growth 96h inconclusive, TbPYK inhibitor -2%, Shiga toxin inh 21, AmpC no deterg -3%, LmPK inhibitor 1%, CHX counter 14 and Pf growth 48h -2%.
For CSc1nsc(SCc2cnc(C)nc2N)n1 the results were TbPYK inhibitor -12%, Shiga toxin inh 7, AmpC no deterg -19%, LmPK inhibitor 6%, CHX counter 16 and Pf growth 48h 20%.
For Cc1ccc2c(C)c(C(=O)N(Cc3cccs3)C3CCS(=O)(=O)C3)oc2c1 (stereo not drawn) the results were TbPYK inhibitor 6%, Shiga toxin inh -23, AmpC no deterg 69%[activator], LmPK inhibitor 5%, CHX counter -2 and Pf growth 48h -1%.
`CCOc1ccccc1-n1c(SCC(N)=O)nc2ccccc2c1=O` gave Pf growth 96h 7%, TbPYK inhibitor -1%, Shiga toxin inh -6, AmpC no deterg -14%, LmPK inhibitor 4%, CHX counter -5 and Pf growth 48h 12%.
Screening O=C1N(c2ccccc2C(F)(F)F)O[C@@]1(c1ccccc1)C1CCCC1 returned Pf growth 96h 0.83µM*, TbPYK inhibitor -5%, AmpC no deterg -12% and Pf growth 48h 0.74µM*.
For O=c1ccc(=O)n2n1CC(O)C2 the results were Pf growth 96h -15%, TbPYK inhibitor 1%, Shiga toxin inh 16, AmpC no deterg -12%, LmPK inhibitor 5%, CHX counter -5 and Pf growth 48h 10%.
Screening COc1ccc(NC(=O)Nc2ccc3nonc3c2)cc1 returned Pf growth 96h 127%[activator], TbPYK inhibitor -25%, Shiga toxin inh 66*, AmpC no deterg -36%, LmPK inhibitor -3%, CHX counter 34* and Pf growth 48h 104%[activator].
Screening Cn1c(SCc2ccccc2)nc2ccsc2c1=O returned Pf growth 96h -170%, TbPYK inhibitor 1%, Shiga toxin inh 20, AmpC no deterg -23%, LmPK inhibitor 5%, CHX counter 17 and Pf growth 48h inconclusive.
`COCCn1c(C)cc(C(=O)COC(=O)c2ccc3c(c2)NC(=O)CS3)c1C` gave Pf growth 96h inconclusive, TbPYK inhibitor -4%, Shiga toxin inh 66*, AmpC no deterg -25%, LmPK inhibitor 0%, CHX counter 28* and Pf growth 48h -9%.
Screening CCC(C)Sc1ccc(-c2nc3ccc(C)cn3c2NC2CCCCC2)cc1 (stereo not drawn) returned Pf growth 96h inconclusive, TbPYK inhibitor -11%, AmpC no deterg -9% and Pf growth 48h 12µM*.
Screening Cn1c(SCC(=O)N2CCN(c3ccccc3)CC2)nnc1-c1c[nH]c2ccccc12 returned Pf growth 96h 7.4µM*, TbPYK inhibitor 1%, Shiga toxin inh -11, AmpC no deterg 6%, LmPK inhibitor 6% and CHX counter -5.
`Cc1cccc(C(=O)OCC(=O)Nc2ccc(N3CCCCC3)cc2)c1O` gave Pf growth 96h 3%, TbPYK inhibitor 0%, Shiga toxin inh -6, AmpC no deterg -11%, LmPK inhibitor 6% and CHX counter 16.
Screening Nc1cnn(C2CCCO2)c(=O)n1 (stereo not drawn) returned Pf growth 96h inconclusive, TbPYK inhibitor -7%, Shiga toxin inh 16, AmpC no deterg -16%, LmPK inhibitor -4%, CHX counter -3 and Pf growth 48h 16%.
CCOc1cc(NC(=S)NCCCN(C)C)c(OCC)cc1NC(=O)C1CC1 was read as Pf growth 96h -4%, TbPYK inhibitor 5%, Shiga toxin inh -16, AmpC no deterg 26%, LmPK inhibitor -8%, CHX counter -1 and Pf growth 48h 33%[activator].
For COC(=O)Cc1ccc2oc(-c3cccnc3)nc2c1 the results were Pf growth 96h 37%[activator], TbPYK inhibitor 2%, Shiga toxin inh 88*, AmpC no deterg -5%, LmPK inhibitor -17%, CHX counter 49* and Pf growth 48h inactive.
Screening Cc1ccc(N(Cc2ccccc2)C(=O)c2cc(S(=O)(=O)N3CCOCC3)ccc2C)cc1 returned Pf growth 96h inconclusive, TbPYK inhibitor 1%, AmpC no deterg 49% and Pf growth 48h 10µM*.
Screening CC(=O)/C(N=Nc1ccc(SC(F)F)cc1)=C(\C)O returned Pf growth 96h 99%[activator], TbPYK inhibitor -3%, Shiga toxin inh 59*, AmpC no deterg -18%, LmPK inhibitor -10%, CHX counter 44* and Pf growth 48h 11%.

3 consecutive compounds already listed:
For COC(=O)Cc1ccc2oc(-c3cccnc3)nc2c1 the results were Pf growth 96h 37%[activator], TbPYK inhibitor 2%, Shiga toxin inh 88*, AmpC no deterg -5%, LmPK inhibitor -17%, CHX counter 49* and Pf growth 48h inactive.
Screening Cc1ccc(N(Cc2ccccc2)C(=O)c2cc(S(=O)(=O)N3CCOCC3)ccc2C)cc1 returned Pf growth 96h inconclusive, TbPYK inhibitor 1%, AmpC no deterg 49% and Pf growth 48h 10µM*.
Screening CC(=O)/C(N=Nc1ccc(SC(F)F)cc1)=C(\C)O returned Pf growth 96h 99%[activator], TbPYK inhibitor -3%, Shiga toxin inh 59*, AmpC no deterg -18%, LmPK inhibitor -10%, CHX counter 44* and Pf growth 48h 11%.
